Compound activity deposited in PubChem by National Center for Advancing Translational Sciences (NCATS).
15-hLO inh = 15-hLO (ALOX15) enzyme inhibition; Potency, µM (titrated, usually from 57.1 µM), for the others: at the top dose activity change, negative = inhibition, actives largely listed as inhibitors; AID 887; 1.4% of 74,000 active; P16050; purified 15hLO-1, xylenol orange hydroperoxide absorbance; note: potency is the fitted concentration of half-maximal effect; % is set by controls: 0 for no effect and ±100 for the full control effect; nearly all actives have a fitted effect of over 55% in size
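40 nM 15hLO-1 + cpd, 15 min RT; start w/ 50 uM AA (final), 6 min RT; stop/detect w/ 200 uM XO + 300 uM Fe(II) in 50 mM H2SO4, 30 min; A573/A405. Buffer 25 mM Hepes pH 7.5, 0.01% Triton X-100. No-enzyme wells as negative control.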
CRE-bla Fsk = alters forskolin-stimulated CRE reporter signaling in CHO cells; CHO CRE-bla reporter (cAMP response element driving beta-lactamase), forskolin EC10, beta-lactamase ratio; Potency, µM (top dose mostly 38.2 µM), for the others: top-dose activity change, negative = inhibition, actives largely listed as activators; 2.5% of 71,000 active; AID 662; active = well fitted activation curve with a large enough effect in the signal ratio, with a control signal flat, not every such curve was filed as active; inconclusive = small, poorly fitted or top-dose-only effect, or effect the other way, or a change in a side signal; the % refers to the signal ratio; note: potency is the fitted concentration of half-maximal effect; % of control where 0% means no effect
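CRE-bla CHO cells stimulated with EC10 NKH 477 (water-soluble forskolin) and compound titrations, 3 h at 37C; beta-lactamase read with CCF4 after 2 h at room temperature. Activity from 460/530 nm emission ratio, AC50 values for positive or negative modulation.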
HADH2 inhib = blocks human hydroxyacyl-CoA dehydrogenase type II; 3.4% of 73,000 active; Potency, µM (top dose mostly 57.1 µM), inactives show at the highest dose activity change, negative = inhibition, actives largely listed as inhibitors; recombinant HADH2, NADH fluorescence, beta-hydroxybutyryl-CoA; Q99714; AID 886; note: potency is the fitted concentration of half-maximal effect; % is set by controls: 0 for no effect and ±100 for the full control effect; nearly all actives have a fitted effect of over 60% in size; many of its hits are not listed in these tables
Target sequence (Q99714 whole entry, looked up, one chain of several): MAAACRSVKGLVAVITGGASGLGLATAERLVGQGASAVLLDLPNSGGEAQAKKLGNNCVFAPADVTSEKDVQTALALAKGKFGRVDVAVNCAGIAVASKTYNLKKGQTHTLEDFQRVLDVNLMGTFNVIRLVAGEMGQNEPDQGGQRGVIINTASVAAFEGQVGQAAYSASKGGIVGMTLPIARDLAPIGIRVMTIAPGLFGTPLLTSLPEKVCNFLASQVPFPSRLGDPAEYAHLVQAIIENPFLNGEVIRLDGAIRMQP
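Buffer 100 mM Tris-HCl pH 9.0/0.01% Tween-20; HADH2 20 nM; NAD+ 1 mM; beta-hydroxybutyryl-CoA 90 uM (all final). 15 min cpd preincubation, RT.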
BRCT inh green = BRCA1 BRCT-phosphoprotein interaction inhibition. P38398. BRCA1 BRCT-phosphopeptide binding, green fluorescence polarization. Potency, µM (titrated, usually from 76.9 µM), for inactives: top-dose activity change, negative = inhibition, actives largely listed as inhibitors. 0.05% of 75,000 active;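 note: potency is the fitted concentration of half-maximal effect; plate controls were peptide without protein for full effect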
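Fluorescence polarization: His-tagged BRCT (~35 kDa BRCA1 C-terminus, 250 nM) bound to 100 nM fluorescein-labeled phosphorylated 10-aa BACH1 peptide, pH 7.3 phosphate buffer with DTT and Tween 20. Compounds incubated 12 min at room temperature; inhibition read as lowered polarization.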
UbGFP stabilizer = ubiquitin-GFP accumulation via proteasome inhibition | Potency, µM (top dose mostly 45.9 µM), for the others: at the highest dose activation (GFP accumulation), usual class: activators | 67,000 tested, under 10 active | Ubiquitin-GFP reporter cells, proteasome inhibition, GFP fluorescence; response scale: untreated = 0%, 10 µM MG-132 = 100% | AID 526; active = well fitted activation curve with a large enough effect, not every such curve was filed as active; inconclusive = small, poorly fitted or top-dose-only effect, or another doubt; inactive = no such curve, though single readings can be large or run the other way; note: potency is the fitted concentration of half-maximal effect
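Proteasome blockade was scored as a rise in GFP-expressing U2OS cells carrying a ubiquitin(G76V)-GFP construct, imaged after 4 hr compound treatment at 37 °C across a 46 uM–2.9 nM series.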
Epigenetic mod = epigenetic GFP locus derepression in mouse cells; mouse C127i GFP locus derepression, cytometry, 30 h; Potency, µM (top dose mostly 46.1 µM), for the others: top-dose GFP derepression (activation); 0.09% of 68,000 active; note: % of control where 0% means no effect
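Derepression screen: silenced CMV-GFP reporter in murine C127i cells, 30 h compound incubation at 37 C, washed cells imaged by laser-scanning cytometer to enumerate GFP-expressing objects of 20 to 120 um.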
BRCT inh red = inhibitors of human BRCA1 BRCT-phosphoprotein interaction (red fluorophore) | AID 892 | Potency, µM (doses to about 76.9 µM), for the others: at the highest dose activity change, negative = inhibition, actives largely listed as inhibitors | BRCT-phosphopeptide binding, red fluorescence polarization | P38398 | 0.03% of 75,000 active; note: % is set by controls: 0 for no effect and ±100 for the full control effect
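Fluorescence polarization: 100 nM His-tagged BRCA1 BRCT with 100 nM TAMRA-labelled phospho-BACH1 decapeptide, phosphate buffer pH 7.3 with 150 mM NaCl, DTT, 0.01% Tween 20; 12 min RT. Binding inhibition seen as FP decrease.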
HBB splicing = modulators of hemoglobin beta chain splicing; HBB splicing reporter cell assay, activation; EGFP reporter with mutant IVS2-654 intron; response scale: normalised to 500 nM splice-correcting PNA; Potency, µM (highest dose often 46.1 µM), for the others: at the top dose activation, most hits filed as activators; 0.06% of 65,000 active; note: potency is the fitted concentration of half-maximal effect; 0% is about no effect
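Compounds were applied for 2 days to HeLa EGFP-654 cells, 500/well in Optimem with 2% FCS. The reporter's EGFP is disrupted by mis-splicing of beta-globin intron IVS2-654. Readout: summed well GFP fluorescence from 488 nm laser scanning; reference was 500 nM antisense […] 654 PNA.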
USP2a inhib = blocks human ubiquitin-specific protease USP2a; 0.1% of 60,000 active; Potency, µM (highest dose often 38.3 µM), for the others: top-dose activity change, negative = inhibition, most hits filed as inhibitors; AID 927; O75604; USP2a enzymatic assay, qHTS inhibition;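 note: potency is the fitted concentration of half-maximal effect; nearly all actives have a fitted effect of over 60% in size; plate controls were DMSO for no effect and NEM full inhibition control for full effect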
Target sequence (O75604 whole entry, looked up): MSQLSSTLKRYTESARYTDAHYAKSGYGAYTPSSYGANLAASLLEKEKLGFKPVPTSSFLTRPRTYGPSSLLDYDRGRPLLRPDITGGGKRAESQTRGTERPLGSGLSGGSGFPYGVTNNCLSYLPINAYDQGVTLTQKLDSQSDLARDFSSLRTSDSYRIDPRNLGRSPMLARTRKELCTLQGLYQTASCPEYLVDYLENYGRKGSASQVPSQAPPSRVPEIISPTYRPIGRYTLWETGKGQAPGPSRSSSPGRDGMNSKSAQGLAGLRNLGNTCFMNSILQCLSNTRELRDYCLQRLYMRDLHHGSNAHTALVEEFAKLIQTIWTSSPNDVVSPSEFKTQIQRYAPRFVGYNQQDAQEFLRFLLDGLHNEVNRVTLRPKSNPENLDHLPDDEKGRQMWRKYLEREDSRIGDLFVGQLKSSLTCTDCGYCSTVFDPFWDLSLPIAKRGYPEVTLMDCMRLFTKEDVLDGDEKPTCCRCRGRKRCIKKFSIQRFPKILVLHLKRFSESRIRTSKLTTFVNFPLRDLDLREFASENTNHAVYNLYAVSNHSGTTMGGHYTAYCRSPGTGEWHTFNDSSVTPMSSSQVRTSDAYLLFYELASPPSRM
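Inhibition is measured in a cell-free coupled assay with 20 nM USP2 core, 20 nM Ub-PLA2 and 20 uM NBD C6-HPC, 2.5 h incubation. Activity normalized to NEM control.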
Hsp90 Hop PPI = changes Hsp90-Hop TPR2A binding signal, up or down; AlphaScreen TPR2A-His6 binding biotin-Hsp90 C-terminal peptide; Potency, µM (doses to about 57 µM), inactives show at the top dose activity change, negative = inhibition; 0.44% of 71,000 active; AID 595; active = well fitted curve in either direction with a large enough effect; inconclusive = small, poorly fitted or top-dose-only effect, or another doubt; note: potency is the fitted concentration of half-maximal effect; % is set by controls: 0 for no effect and ±100 for the full control effect; many of its hits are not listed in these tables
Pol III holo inh = DNA polymerase III holoenzyme inhibition | reconstituted DNA polymerase III holoenzyme replication, biochemical | Potency, µM (top dose mostly 57.1 µM), for inactives: at the highest dose activity change, negative = inhibition | 0.25% of 71,000 active | AID 603; note: potency is the fitted concentration of half-maximal effect; % is set by controls: 0 for no effect and ±100 for the full control effect
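Reconstituted *E. coli* holoenzyme (0.35 nM Pol III, 1 nM beta, 154 nM SSB, 2 nM primase) was preincubated with compound for 15 min at RT. Synthesis on 1.4 nM ssM13Gori ran 35 min, then was stopped with PicoGreen/EDTA and read as dsDNA fluorescence.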
* = called active by the depositor; ? = inconclusive; nt = not tested or not shown; [ ] = another dose, or the depositor's remark. Unless noted, calls come from the whole dose curve; as a rule, active = well fitted curve in the direction sought with a large enough effect; inconclusive = small, poorly fitted or top-dose-only effect, or another doubt; inactive = no such curve, though single readings can be large; an effect the other way counts as inactive or inconclusive.

SMILES	15-hLO inh	CRE-bla Fsk	HADH2 inhib	BRCT inh green	UbGFP stabilizer	Epigenetic mod	BRCT inh red	HBB splicing	USP2a inhib	Hsp90 Hop PPI	Pol III holo inh
COc1ccc(C2C3=C(CC(c4ccco4)CC3=O)Nc3ccccc3N2C(C)=O)cc1 (configuration not stated)	-0.5%	0.6%	-17.5%	-0.5%	0.0%	-1.6%	0.1%	-6.7%	27.4%	-3.4%	-5.0%
CC(C)CN(C(=O)COC(=O)c1cc2c(s1)CCC2)C1CCS(=O)(=O)C1 (configuration not stated)	?	2.5%	-5.6%	-0.5%	0.1%	0.0%	-4.6%	0.0%[57.5 µM]	18.0%	-4.1%	-20.2%
CCS(=O)(=O)n1nc(-c2ccc(OC)cc2)nc1SC	-3.8%	?	-1.5%	-1.4%	1.6%	1.6%	-0.3%	-0.6%	-2.2%	?	-13.4%
CN1CCN(C(=O)c2ccccc2NC(=O)Cc2ccccc2)CC1	6.1%	2.2%	4.6%	-1.2%	-5.7%	2.5%	-0.6%	-1.9%	1.3%	-1.0%	-3.9%
COc1cc(C(=O)Nc2nnc(CC(=O)N3CCOCC3)s2)cc(OC)c1OC	-0.6%	?	-3.5%	0.0%	-11.1%	-2.9%	-2.1%	-0.5%	1.2%	-8.4%	-2.9%
CC(=O)N(Cc1cc2ccc(C)c(C)c2n2nnnc12)C1CCCC1	8.0%	?	19.8%	1.0%	-3.4%	8.1%	-1.9%	0.1%[57.5 µM]	nt	-0.6%	-5.7%
CNc1ncnc2ccc(-c3ccccc3C)cc12	-4.4%	?	1.8%	0.5%	-0.8%	-2.9%[9.22 µM]	0.4%	-1.3%	27.9%	-3.7%	-3.9%
Cn1c(=O)n(C)c2cc(NS(C)(=O)=O)ccc21	-6.5%	-1.6%	-8.5%	-1.4%	-3.1%	6.6%	-0.3%	nt	-4.6%	-3.6%	-3.7%
COc1ccccc1NC1=NC2(CCCC2)N=C(N)N1	17.9%	5.0%	5.1%	0.4%	?	-0.3%	0.6%	-0.6%[9.22 µM]	-7.1%	-2.8%	-12.1%
Cn1c(SCC(=O)Nc2cccc(F)c2)nnc1-c1cccnc1	3.0%	0.0%	3.3%	-0.5%	-1.1%	nt	-1.1%	-0.4%	nt	-3.5%	-9.0%
O=C(CSc1nnc(-c2ccccc2Br)o1)Nc1cccc2ccccc12	-9.4%	-3.6%	3.6%	-0.9%	-0.8%	-1.2%	-1.1%	-2.2%	4.7%	-0.6%	-3.5%
CCON=C1C(C)(C)C(C)(C)C(C)(C)C1(C)C	0.6%[11.4 µM]	-5.2%[7.6 µM]	7.2%[11.4 µM]	-1.1%[15.4 µM]	-2.9%[9.17 µM]	6.6%[9.22 µM]	0.6%[15.4 µM]	1.2%[9.22 µM]	nt	-0.2%[11 µM]	14.9%[11.4 µM]
CCOC(=O)NC(c1ccccc1)C1CCCCC1=O (configuration not stated)	-7.1%	-3.1%	5.4%	-0.5%	-3.2%	-0.1%	-0.2%	-1.2%	-5.4%	1.7%	2.1%
COc1ccc(CNC(=O)Nc2ccc(OC)cc2)cc1	8.0%	6.3%	2.2%	-3.6%	-2.2%	6.5%	-0.9%	-0.8%	-10.6%	-7.2%	-7.0%
COC(=O)COc1ccc(S(=O)(=O)NC2CCCCCC2)cc1	-3.0%	13.7%	4.7%	-1.4%	0.2%	-3.2%	-0.6%	0.9%	2.9%	-2.8%	-4.4%
CN(C)c1ncc2nc(CCc3ccccc3)c(=O)n(CCC#N)c2n1	-10.8%	3.98µM*	-14.2%	-1.1%	12.0%	-2.7%[9.22 µM]	0.0%	-0.3%	23.1%	23.4%	-10.2%
COC(=O)c1ccc(C(NC(=O)OCc2ccccc2)/C(=C/[C@@H](C)C(=O)NCc2ccncc2)c2cccnc2)cc1 (some centres not stated)	10.1%	-12.2%	14.5%	-1.9%	nt	nt	0.5%	-0.3%	nt	1.0%	-3.0%
COc1cc2c(C(=O)NCc3ccccn3)cn(CC(C)C)c(=O)c2cc1OC	4.4%	7.94µM*	-0.4%	1.4%	-6.7%	nt	-1.2%	-0.7%	nt	-21.3%	-2.3%
N#Cc1cn(CC(=O)NCCc2c[nH]c3ccccc23)c2ccccc12	-19.2%	-16.2%	3.6%	-1.3%	-2.0%	0.0%	-1.6%	-0.5%	2.1%	-1.5%	-5.1%
C=C[C@@]1(C)CC(=O)[C@@]2(O)[C@@]3(C)[C@@H](O)CCC(C)(C)[C@@H]3[C@H](O)[C@H](OC(C)=O)[C@@]2(C)O1	-2.1%[25.6 µM]	?	8.6%	-1.5%	0.3%	-1.4%	0.7%	nt	nt	0.3%	-0.3%
O=C(c1ccco1)N1CCN(C/C=C/c2ccccc2)CC1	7.8%	-0.4%	6.1%	1.3%	1.9%	3.9%	0.4%	-0.4%	5.7%	-1.9%	1.4%
Cc1nonc1NC(=O)CSc1nc2cc(Cl)ccc2c2c1CCCC2	-21.1%	-13.2%	12.0%	1.4%	-1.1%	5.1%	-0.5%	-0.1%	33.0%[activator]	-0.3%	-5.9%
CC(C)C(NS(=O)(=O)c1ccc2c(c1)oc(=O)n2C)C(=O)N1CCN(c2ccccc2F)CC1 (configuration not stated)	-13.8%	0.4%	0.9%	-1.4%	-5.7%	nt	-1.6%	-2.3%	nt	-3.3%[2.3 µM]	-0.8%
CCc1nc(SCC(=O)Nc2cccc(C(F)(F)F)c2)c2c(=O)n(C)c(=O)n(C)c2n1	-13.8%	?	2.4%	2.2%	13.0%	nt	-6.8%	-0.9%	nt	-8.6%	-12.7%
COc1nc(N(C)C)nc(-n2nnc(C(C)=O)c2C)n1	2.6%	?	-3.4%	0.6%	-6.2%	-1.7%	-1.7%	-0.7%	-0.5%	-4.7%	2.5%
C=CCc1ccccc1OC[C@H](O)CNC(C)C	2.0%[25.6 µM]	-5.5%[17.1 µM]	-11.5%[25.6 µM]	-4.6%[34.4 µM]	-2.1%[20.5 µM]	2.7%[20.6 µM]	-0.5%[34.4 µM]	2.1%[20.6 µM]	6.6%[17.1 µM]	-3.8%[26 µM]	-7.1%[25.6 µM]
Cc1cc(C)cc(-n2nnc(C(=O)NCc3ccc(Cl)cc3)c2N)c1	-11.8%	?	7.1%	-2.2%	2.4%	6.4%	0.6%	-1.3%	5.3%	1.4%	-8.5%
COc1ccc(C(=O)Nc2ccccc2)cc1[N+](=O)[O-]	-7.2%	-3.1%	-9.6%	-1.5%	nt	nt	0.4%	-0.7%	nt	1.8%	-3.9%
Cn1c2c(c(=O)n(C)c1=O)C1c3ccccc3OCC1C(C)(C)O2 (configuration not stated)	-7.0%	?	-0.7%	-2.1%	-9.4%	-2.3%	-2.2%	-1.4%	nt	-1.7%	0.1%
COC(=O)Cc1nnc(NC(=O)c2ccccc2)s1	0.2%	6.1%	-10.0%	-0.4%	-2.6%	0.0%	-0.2%	1.3%[0.369 µM]	0.0%	-3.4%	-2.4%

Part of the list above in order of length of the SMILES, descending:
SMILES	15-hLO inh	CRE-bla Fsk	HADH2 inhib	BRCT inh green	UbGFP stabilizer	Epigenetic mod	BRCT inh red	HBB splicing	USP2a inhib	Hsp90 Hop PPI	Pol III holo inh
CN(C)c1ncc2nc(CCc3ccccc3)c(=O)n(CCC#N)c2n1	-10.8%	3.98µM*	-14.2%	-1.1%	12.0%	-2.7%[9.22 µM]	0.0%	-0.3%	23.1%	23.4%	-10.2%
COc1ccc(C(=O)Nc2ccccc2)cc1[N+](=O)[O-]	-7.2%	-3.1%	-9.6%	-1.5%	nt	nt	0.4%	-0.7%	nt	1.8%	-3.9%
O=C(c1ccco1)N1CCN(C/C=C/c2ccccc2)CC1	7.8%	-0.4%	6.1%	1.3%	1.9%	3.9%	0.4%	-0.4%	5.7%	-1.9%	1.4%

These rows are one share of the data (hit frequency here may not be typical).
